APP 5'UTR act – activates APP 5'UTR luciferase reporter; SH-SY5Y APP 5'UTR luciferase reporter, luminescence; zero percent = DMSO vehicle wells; activation, % at 2 µM; 1% of 190,000 active;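 active = activation above a set limit, based on mean plus 3 SD of controls, cut at about 140% in these data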; note: values of inactives mirror those of a sister screen read the other way
Diaph act CS – diaphorase activation or chemical reduction counter-screen | Diaphorase/resazurin coupled assay, resorufin fluorescence, 16 min; hits give high values; 1 = vehicle wells, 0 = NADH-free wells | activation factor at 20 µM | 0.005% of 190,000 active;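 active = diaphorase activity raised at least twofold by the compound at 20 µM; inactive = activation factor below 2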
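System – purified diaphorase enzyme from Clostridium kluyveri · Input – enzyme 0.07 U/mL final · Also added – final NADH 0.114 mM, resazurin 0.1 mM · Measured by – fluorescence of resorufin, 544 nm excitation, 590 nm emission · Timing – 16 min enzyme reaction, ambient temperature · Measure – resorufin increase flagging diaphorase activators or reducers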
APP transl inh – APP translation inhibition; SH-SY5Y APP 5'UTR-luciferase reporter, luminescence; inhibition, % at 2 µM; 0.82% of 190,000 active;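 active = inhibition above a set limit, derived from the sample mean plus 3 SD, cut at about 45% in these data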; note: values of inactives mirror those of a sister screen read the other way
NF-kB neuron act – compounds increasing NF-kB expression in human neuronal cells. NF-kB reporter expression; hits give high values. fold change at 12.5 µM. 1.6% of 190,000 active. AID 1239; in the data active = fold change above about 3.3
FLuc inh counter – inhibits firefly luciferase, flagging false hits in luciferase inhibition screens. inhibition, % at 10 µM. 1.5% of 200,000 active. ATPLite firefly luciferase biochemical luminescence, 10 min;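 active = inhibition above about 50% when tested at 10 µM, limit read from the data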
TLR4-MyD88 BLA – TLR4-MyD88 interaction inhibition in cells | AID 861 | 0.18% of 200,000 active | inhibition, % at 8.4 µM | HeLa CL3-4 TLR4/MyD88 BLA complementation, FRET ratio | O00206+Q99836; in the data active = inhibition above about 25%;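 note: 0% = vehicle and 100% = reference inhibitor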
Target sequence (O00206 whole entry, looked up): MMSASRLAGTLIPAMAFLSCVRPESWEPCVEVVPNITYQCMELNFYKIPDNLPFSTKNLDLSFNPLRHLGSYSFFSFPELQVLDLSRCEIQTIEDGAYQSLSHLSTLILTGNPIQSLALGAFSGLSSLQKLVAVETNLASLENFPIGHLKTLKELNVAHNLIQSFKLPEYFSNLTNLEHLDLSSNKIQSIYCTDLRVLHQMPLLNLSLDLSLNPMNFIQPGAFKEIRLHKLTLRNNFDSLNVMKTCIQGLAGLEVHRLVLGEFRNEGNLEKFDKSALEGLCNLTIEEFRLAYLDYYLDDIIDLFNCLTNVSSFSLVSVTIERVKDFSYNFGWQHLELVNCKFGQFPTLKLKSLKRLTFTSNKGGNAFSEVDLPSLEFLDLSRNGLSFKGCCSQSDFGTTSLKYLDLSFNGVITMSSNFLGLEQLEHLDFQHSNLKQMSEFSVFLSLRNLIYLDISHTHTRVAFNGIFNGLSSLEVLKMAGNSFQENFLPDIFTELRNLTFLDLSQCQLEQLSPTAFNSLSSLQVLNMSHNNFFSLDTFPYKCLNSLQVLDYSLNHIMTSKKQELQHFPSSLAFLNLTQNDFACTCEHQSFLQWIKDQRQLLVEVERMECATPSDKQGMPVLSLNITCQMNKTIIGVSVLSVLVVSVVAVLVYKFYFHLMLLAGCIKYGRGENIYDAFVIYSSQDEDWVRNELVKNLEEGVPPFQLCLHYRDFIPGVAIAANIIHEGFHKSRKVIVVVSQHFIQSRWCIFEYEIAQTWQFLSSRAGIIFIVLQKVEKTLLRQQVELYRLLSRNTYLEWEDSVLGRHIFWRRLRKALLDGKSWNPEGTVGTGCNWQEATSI
Target sequence (Q99836 whole entry, looked up): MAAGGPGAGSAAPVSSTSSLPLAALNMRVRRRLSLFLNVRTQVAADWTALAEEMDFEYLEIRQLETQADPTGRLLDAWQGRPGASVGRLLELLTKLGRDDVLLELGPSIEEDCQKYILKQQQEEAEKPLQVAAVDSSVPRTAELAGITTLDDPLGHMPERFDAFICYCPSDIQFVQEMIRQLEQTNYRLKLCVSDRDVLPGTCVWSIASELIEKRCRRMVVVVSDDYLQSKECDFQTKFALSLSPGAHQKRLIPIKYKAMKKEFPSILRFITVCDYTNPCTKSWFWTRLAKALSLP
FLuc act counter – firefly luciferase counter-screen for stimulation assays | P08659 | ATPlite luciferase biochemical, luminescence, 10 min; 0 = ATP-free wells, 1 = DMSO control | activation factor at 10 µM | 200,000 tested, under 10 active;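 active = luciferase activation factor, scaled between plate controls, of at least 2 with compound at 10 µM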
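Assay system – cell-free luciferase reagent · Medium – PBS-based ATP solution · Dosing – test compounds dosed from 2 mM stocks in 100% DMSO · Timing – 10 min, room temperature · Technique – light output (luminescence) · Measure – luminescence gain marking luciferase activators · Controls – No-ATP low control, compound-free enzyme-plus-ATP high control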
Diaph inh CS – diaphorase inhibition or chemical oxidation counter-screen; inhibition, % at 20 µM; AID 1217; diaphorase resazurin-to-resorufin fluorescence, NADH, 16 min; bacterial (C. kluyveri) enzyme, not human; 0.69% of 190,000 active;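 active = primary screen inhibition at 20 µM above a set limit, cut at about 50% in these data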;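 note: plate controls were DMSO with full reaction for no effect and wells lacking NADH for full effect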
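controls = No-NADH positive control and DMSO neutral control | system = Clostridium kluyveri diaphorase enzyme | timing = reaction incubation of 16 min at room temperature | signal = resorufin fluorescence 544/590 nm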
STAT1 activator – activators of IFN-gamma induced STAT1 signaling; NIH 3T3 STAT1-luciferase reporter, luminescence; 100% = IFN-gamma alone, no compound; activation (% of control), % at 5.5 µM; 2.6% of 200,000 active; AID 932;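 active = activation above the screen-wide mean activation plus 3 SD, cut at about 130% in these data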;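 note: raw ratio to IFN-gamma control signal so 100% means no change and 0% no light; values of inactives mirror those of a sister screen read the other way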
G6PDH CS – L. mesenteroides G6PDH inhibition counter-screen. Purified L. mesenteroides G6PDH, diaphorase/resazurin coupled fluorescence, 45 min. inhibition, % at 5 µM. 0.12% of 200,000 active; in the data active = inhibition above about 50%
Starred values were filed as active, the others as inactive; nt = no result given.

SMILES	APP 5'UTR act	Diaph act CS	APP transl inh	NF-kB neuron act	FLuc inh counter	TLR4-MyD88 BLA	FLuc act counter	Diaph inh CS	STAT1 activator	G6PDH CS
O=C(NCC1COc2ccccc2O1)c1ccc(Cl)cc1 (stereo not drawn)	75	0.9	-74	2.9	4	-5	1	13	140*	-2
CC(=O)Nc1ccc(S(=O)(=O)Oc2ccc(/C=C3\SC(N)=NC3=O)cc2)cc1	12	0.8	-12	1.1	-6	16	1.1	18	90	0
CCOC(=O)C1CCN(C(=O)CCNC(=O)Cn2ccc3ccccc3c2=O)CC1	3	1	-3	1.6	-5	-2	1.1	2	97	4
COCCN(CCOC)Cc1c(C)[nH]c2c(C)c(C)ccc2c1=O	-6	0.9	6	1.2	-4	-19	1	13	96	4
CCCCCCCCc1nc(=S)[nH][nH]1	-4	0.9	4	1.2	9	10	0.9	12	91	7
COc1ccc(CCNC(=O)COC(=O)Cc2cccc3ccccc23)cc1	9	0.9	-9	1.6	-3	5	1	8	100	7
O=C(NCc1cccnc1)C(=O)Nc1ccc([N+](=O)[O-])cc1	23	1.1	-23	1.3	-7	-5	1.1	-10	100	4
CCc1ccc(N2C(=O)CC(N3CCC(C(=O)OC)CC3)C2=O)cc1 (stereo not drawn)	-7	1	6	0.96	-10	-1	1.1	0	96	5
CN(Cc1ccon1)C(=O)CC1C(=O)NCCN1CC1CCCCC1 (stereo not drawn)	1	0.9	-1	0.96	-5	-1	1	5	107	14
Cc1nnc(C)n1N1C(=O)c2cccc3cccc(c23)C1=O	7	0.9	-8	1.1	-4	-10	1	6	97	2
CN(C)S(=O)(=O)N1CCN(c2ccccc2Cl)CC1	nt	0.9	nt	1.1	-3	4	1	13	101	5
CCn1c(Cc2ccccc2)nnc1SCC(=O)Nc1nc(C)c(C)s1	6	1.1	-6	1.1	-2	0	1	-10	106	3
O=C(CCn1nnc(-c2cccs2)n1)NCc1ccccc1Cl	nt	0.8	nt	1.1	-1	-12	1	18	97	-4
CCc1ccc(C(=O)NNC(=O)CCN2CCN(Cc3ccccc3)CC2)cc1	11	0.9	-11	1.2	-3	-1	1	8	102	8
CN1N=C(C(F)(F)F)CC1=O	16	0.9	-16	1.3	-4	-3	1	5	101	8
O=C(NCCc1c[nH]c2ccccc12)C1Cc2ccccc2CN1C(=O)c1ccco1 (stereo not drawn)	-6	0.8	6	1.1	0	2	1	20	98	8
CC(=O)c1c(C)[nH]c(C(=O)COC(=O)CCSc2ccccc2)c1C	-9	0.9	9	1.1	-8	-4	1.1	9	95	11
CCCCCC1CC(CC#CCN2CCOCC2)C(=O)O1 (stereo not drawn)	20	0.8	-20	1.2	-4	10	1	15	98	10
CCOC(=O)c1[nH]nc(C(=O)c2ccc(Br)cc2)c1O	25	0.9	-25	1.3	-6	3	1.1	13	104	7
COc1ccc(C(CC(=O)Nc2cc(OC)cc(OC)c2)n2cccc2)cc1 (stereo not drawn)	17	0.7	-17	0.87	-6	-8	1.1	26	100	-7
O=C(C1CCN(Cc2ccccc2)CC1)N1CCN(C/C=C/c2ccccc2)CC1	12	0.9	-12	0.96	-5	8	1	14	98	3
O=C(c1ccccc1-n1cccn1)N1CCc2c([nH]c3ccccc23)C1c1ccccn1 (stereo not drawn)	8	0.8	-8	1.2	-8	-14	1.1	16	110	1
CCOC(=O)N1CCN(CCC(=O)Nc2cc(C)ccc2OC)CC1	8	0.9	-8	0.98	-2	5	1	8	98	7
Cc1cccc(N=C2Sc3nc4c(C)c(C)ccc4cc3CN2CCN2CCOCC2)c1	-8	0.8	8	1.2	1	-11	1	15	101	-2
CSCCC(NS(=O)(=O)c1ccc(Cl)cc1)C(=O)O (stereo not drawn)	6	0.9	-6	0.97	0	10	1	10	94	-7
CCN1c2cccc3cccc(c23)S1(=O)=O	-1	0.9	1	1.4	-2	1	1	8	94	6
COc1ccc(NC(=O)CS(=O)CC(=O)NCc2cccc(C(F)(F)F)c2)cc1 (stereo not drawn)	-5	0.9	4	0.94	-6	-6	1.1	6	100	11
Clc1ccc(N=c2ssnc2Cl)nc1	22	nt	-22	0.91	1	0	1	nt	100	14
N/C(=N\OC(=O)c1cccc2ccccc12)c1cccc([N+](=O)[O-])c1	18	0.8	-18	1.4	2	7	1	22	106	12
Cc1csc(SCC(=O)Nc2ccccc2[N+](=O)[O-])n1	32	1	-32	1.1	-5	-5	1.1	3	105	5
COc1ccc(-c2[nH]c(-c3cccc(OC)c3)nc2SCC(=O)NCc2ccco2)cc1	11	0.9	-11	0.48	-4	-8	1	9	97	-28
COc1ccc(NC(=O)CC2C(=O)N(C)C(=S)N2CCc2ccccc2F)cc1 (stereo not drawn)	-4	0.7	4	0.95	-8	11	1.1	27	77	9
O=C(NC(=S)Nc1ccc(CN2CCCCC2)cc1)c1cccc(OCc2ccccc2)c1	10	1	-10	nt	-6	14	1.1	5	100	8
Cc1ccc(Cn2c(SCC(=O)N3CC(=O)Nc4ccccc43)nc3ccccc3c2=O)cc1	6	0.9	-6	0.59	2	11	1	8	94	-8
N#CC1=C(Nc2ccccc2)SC=C(c2ccc(Br)cc2)N=C1N1CCOCC1	16	0.9	-16	1.3	-2	10	1	6	86	9
Nc1c(Cl)ncnc1N/N=C/c1ccc2ccccc2n1	-66	0.8	66*	0.41	72*	13	0.3	18	162*	23
O=C(Nn1c(-c2ccc(Br)cc2)nc2ccccc2c1=O)c1ccc([N+](=O)[O-])cc1	-6	1	6	0.93	-10	4	1.1	0	95	-10
CCOC(=O)c1c(NC(=O)CN2CCOCC2)sc2c1CCCC2	-25	0.7	40	1.3	-7	-16	1.1	32	102	0
Cc1ccc(S(=O)(=O)N2CCOCC2)cc1N/N=C(\C#N)c1nc2ccccc2[nH]1	-19	0.8	19	0.43	-2	3	1	18	99	-45
O=c1c2c3nc4ccccc4nc3n(-c3ccc4c(c3)OCCO4)c2ncn1C1CCCC1	nt	0.7	nt	nt	-3	nt	1	26	nt	5
COc1ccc(/C=C2\Sc3ccc(C(=O)NCc4cccnc4)cc3N(C)C2=O)cc1OC	-2	1	2	0.45	-5	-20	1.1	0	81	5
C=CCOc1cccc(C(=O)N2CCCC(CNS(=O)(=O)c3cccs3)C2)c1 (stereo not drawn)	15	0.9	-15	1.1	-5	2	1	12	106	13
O=C(Cn1cnc2ccccc21)Nc1ccc(SC(F)F)cc1	-15	0.8	15	1.1	-6	1	1.1	16	79	1
CC(=O)Nc1ccc(S(=O)(=O)N(CCCN2CCOCC2)Cc2cccs2)cc1	-9	0.9	9	1.1	1	10	1	13	104	5
O=C1c2ccsc2SCCN1Cc1cccc(Cl)c1	-6	0.9	6	0.83	-1	4	1	10	101	5

Part of the list above, reduced to APP 5'UTR act and STAT1 activator:
SMILES,APP 5'UTR act,STAT1 activator
O=C(Cn1cnc2ccccc21)Nc1ccc(SC(F)F)cc1,-15,79
CC(=O)Nc1ccc(S(=O)(=O)N(CCCN2CCOCC2)Cc2cccs2)cc1,-9,104
COc1ccc(NC(=O)CC2C(=O)N(C)C(=S)N2CCc2ccccc2F)cc1 (stereo not drawn),-4,77
Cc1ccc(S(=O)(=O)N2CCOCC2)cc1N/N=C(\C#N)c1nc2ccccc2[nH]1,-19,99

Other compounds follow.
SMILES	APP 5'UTR act	Diaph act CS	APP transl inh	NF-kB neuron act	FLuc inh counter	TLR4-MyD88 BLA	FLuc act counter	Diaph inh CS	STAT1 activator	G6PDH CS
Cc1oc(-c2ccc(-c3ccccc3)cc2)nc1CN(C)C1CCOC1 (stereo not drawn)	79	0.9	-79	2.3	26	-10	0.7	7	165*	10
[O-][n+]1onc2c1CCc1nnc(-c3ccccc3)cc1-2	-5	1	4	1.7	-3	-3	1	3	76	-13
CCOC(=O)Cn1c(=NC(=O)c2ccc([N+](=O)[O-])s2)sc2ccccc21	-12	1	12	1.4	-7	-14	1.1	3	95	2
CC1(C)CC(=O)C(C2C3=C(CC(C)(C)CC3=O)Oc3ccc4ccccc4c32)C(=O)C1 (stereo not drawn)	10	0.9	-10	1.3	0	-4	1	5	104	4
O=C(CCN1C(=O)/C(=C/c2cccs2)SC1=S)Nc1ccccn1	2	1	-2	0.72	1	5	1	-1	101	1
COc1cc2c(cc1/C=C1/NC(=O)N(c3ccccc3)C1=O)OCO2	15	0.9	-15	1.5	-8	0	1.1	9	107	4
CC1CCc2c(sc(NC(=O)CSc3nc4c(c(C(F)(F)F)n3)CCc3ccccc3-4)c2C(N)=O)C1 (stereo not drawn)	-12	0.9	12	0.85	-9	10	1.1	10	94	-15
NS(=O)(=O)c1ccc(NC(=O)CSc2nc3ccccc3[nH]2)cc1	30	0.8	-30	1.1	-2	0	1	15	107	7
Cc1ccc2nc(NS(C)(=O)=O)sc2c1	-19	1	19	1.1	10	-20	0.9	3	96	-2
Cc1ccccc1Nc1nc(N)nc(COC(=O)c2ccc(S(=O)(=O)N(C)C)cc2)n1	-5	0.8	5	0.96	-7	2	1.1	18	100	-12
O=c1c(C/C=C/c2ccccc2)c(O)ccn1Cc1ccc(Cl)cc1Cl	8	0.8	-8	1.3	-11	-11	1.1	23	101	4
COc1cccc(-c2nc(-c3ccc4c(c3)-c3ccccc3S4(=O)=O)c(-c3ccccc3)[nH]2)c1OC	-5	0.8	5	0.74	-7	-2	1.1	15	105	-1
COc1cc(/C=C(/C(=O)c2cccs2)c2nc3ccccc3[nH]2)ccc1O	43	0.7	-42	4.5*	35	1	0.6	25	96	1
CCOc1ccc(S(=O)(=O)NCCCN2CCOCC2)cc1	-8	0.9	8	1.4	-7	-2	1.1	9	94	2
Cc1ccc(C(=O)C2=C(O)C(=O)N(CCN3CCOCC3)C2c2ccccn2)o1 (stereo not drawn)	-12	0.9	12	1.1	-4	-18	1	9	104	10
CCOC(=O)C(C)Sc1nc2c(c(=O)[nH]c(=O)n2C)n1Cc1ccc(Cl)cc1 (stereo not drawn)	-14	0.9	14	1.4	-5	-4	1	12	95	-6
O=C(O)CCNC(=O)C12CC3CC(CC(C3)C1)C2	5	1	-5	1.3	-3	-16	1	0	96	3
O=C(CC1Oc2ccccc2NC1=O)NCCCN1CCN(Cc2ccccc2)CC1 (stereo not drawn)	-6	1	6	1.1	-1	3	1	0	100	7
Cc1cccc(-c2nc3sc(C)cc3c(=O)o2)c1	2	1	-2	1.5	12	-1	0.9	2	103	8
COC(=O)C(NC(=O)c1ccccc1Cl)(Nc1ncc(S(=O)(=O)c2ccc([N+](=O)[O-])cc2)s1)C(F)(F)F (stereo not drawn)	-9	0.7	9	0.77	-5	-2	1.1	26	97	10

With a hit mark in NF-kB neuron act (from the list above):
SMILES	APP 5'UTR act	APP transl inh	NF-kB neuron act	TLR4-MyD88 BLA	STAT1 activator
COc1cc(/C=C(/C(=O)c2cccs2)c2nc3ccccc3[nH]2)ccc1O	43	-42	4.5*	1	96

Assay outcomes as filed in PubChem BioAssay.
